Vif imaging – HIV Vif inhibition; hit rate 0.35% among 340,000; inhibition, % at 7.49 µM; HEK293T cells, Vif self-association by quenched fluorescence, imaging, 24 h; in the data active means inhibition above about 50%, passing the limit was not always enough; further: some results filed as inactive read as strong as hits
ABCB6 inh MLPCN – inhibitors of human ABC transporter ABCB6 | hit rate 0.19% among 360,000 | Q9NP58 | K562-ABCB6 porphyrin accumulation, flow cytometry, 1 h; stronger effect = lower value | fluorescence ratio to DMSO, % at 10 µM;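 active means fluorescence ratio to DMSO below 75%, the collection mean minus 3 SD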;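 further: signal is porphyrin accumulated inside mitochondria; 100% equals median channel fluorescence of DMSO control wells; lower ratio means ABCB6 inhibition with less porphyrin fluorescence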
Glyco luc inh – blocks N-linked glycosylation in D54 reporter cells; D54 ERlucT glycosylation luciferase reporter, 24 h; percent of 100 nM tunicamycin response; reporter increase, % at 12.5 µM; hit rate 0.23% among 360,000; AID 588692;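 active means mean luciferase reporter signal, scaled so untreated is 0 and the glycosylation-blocking control 100, at or above a set limit in every replicate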;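 further: luciferase carries N-glycosylation sites so blocking glycosylation raises the light; 0% = median of neutral control wells and 100% = median of 100 nM tunicamycin wells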
Cardio protect – modulators protecting cardiomyocytes from myocardial damage; H9c2 cardiomyocytes, H2O2 injury protection, ATPLite, 2 h; protection from H2O2 cell death, % at 20 µM; hit rate 0.63% among 360,000;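 active means compounds giving at least 50% protection of heart cells from peroxide-induced death in the single-dose screen, raw or plate-pattern-corrected value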;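 further: 0% = DMSO wells with peroxide and 100% = DMSO wells without peroxide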
aDG glyco act – alpha-DG glycosylation activation; Pro5-aDG cells, alpha-DG glycosylation AlphaScreen (IIH6); 0% Pro5, 100% B10-LARGE cell signal; hit rate 0.22% among 360,000; activation, % at 10 µM;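 active means activation of at least 8% versus controls, or a plate z-score of at least 8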;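 further: Pro5 are CHO cells carrying HIG-tagged alpha-DG that lacks glycosylation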
iPSC survival up – hiPSC single-cell survival enhancement; ATPlite luminescence; 100% = ROCK inhibitor wells, 0% = DMSO; survival enhancement, % at 20 µM; hit rate 0.044% among 360,000; in the data active means survival enhancement above about 18%;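 further: cells exposed to compounds for 16 hours before the ATP read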
CaV13 ICDI inh – Primary screen for inhibitors of IQ motif and Ca2+-dependent inactivation inhibitor domain binding in CACNA1D, Förster resonance energy transfer in living cells, …. HEK cells, CFP/YFP FRET ICDI-IQ, plate reader, 10 min; percent FRET-ratio fall versus neutral wells. hit rate 0.098% among 340,000. AID 743397. inhibition, % at 12.3 µM;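 active means mean replicate inhibition of at least 30% and at least 1% of replicates passing that level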;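 further: 0% = median of the neutral control wells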
HTR2A ag – mouse HTR2A agonism via beta-arrestin recruitment; P35363; CHO-K1 mHTR2A beta-arrestin complementation, luminescence; percent of 30 µM serotonin response; activation, % at 7.6 µM; hit rate 0.66% among 360,000; AID 624169;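 active means activation above a run cutoff, the mean activation of all tested compounds plus 3 SD, cut at about 14% in these data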;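 further: 0% = plate median of compound wells and 100% = 30 µM serotonin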
Target sequence (P35363 whole entry, looked up): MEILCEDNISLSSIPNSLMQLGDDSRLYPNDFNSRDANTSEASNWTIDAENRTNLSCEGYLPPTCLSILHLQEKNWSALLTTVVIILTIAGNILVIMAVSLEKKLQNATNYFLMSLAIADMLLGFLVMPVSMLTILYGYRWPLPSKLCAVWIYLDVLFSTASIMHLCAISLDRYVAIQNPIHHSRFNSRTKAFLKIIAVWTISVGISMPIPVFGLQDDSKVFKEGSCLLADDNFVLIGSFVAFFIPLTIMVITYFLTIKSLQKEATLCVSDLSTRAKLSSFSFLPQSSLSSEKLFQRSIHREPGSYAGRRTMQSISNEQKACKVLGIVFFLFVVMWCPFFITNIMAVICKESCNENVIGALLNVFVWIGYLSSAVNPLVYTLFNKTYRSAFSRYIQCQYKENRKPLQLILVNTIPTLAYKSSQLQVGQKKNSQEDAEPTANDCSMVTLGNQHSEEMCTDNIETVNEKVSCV
PDI turbidity – inhibitors of human protein disulfide isomerase | P07237 | PDI insulin aggregation turbidity, A650, 90 min | inhibition, % at 10 µM | hit rate 0.052% among 350,000;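 active means mean inhibition across replicates of 30% or more, whatever share of single replicates reach that level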;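 further: absorbance from insulin aggregation driven by PDI reduction with DTT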
Target sequence (P07237 whole entry, looked up): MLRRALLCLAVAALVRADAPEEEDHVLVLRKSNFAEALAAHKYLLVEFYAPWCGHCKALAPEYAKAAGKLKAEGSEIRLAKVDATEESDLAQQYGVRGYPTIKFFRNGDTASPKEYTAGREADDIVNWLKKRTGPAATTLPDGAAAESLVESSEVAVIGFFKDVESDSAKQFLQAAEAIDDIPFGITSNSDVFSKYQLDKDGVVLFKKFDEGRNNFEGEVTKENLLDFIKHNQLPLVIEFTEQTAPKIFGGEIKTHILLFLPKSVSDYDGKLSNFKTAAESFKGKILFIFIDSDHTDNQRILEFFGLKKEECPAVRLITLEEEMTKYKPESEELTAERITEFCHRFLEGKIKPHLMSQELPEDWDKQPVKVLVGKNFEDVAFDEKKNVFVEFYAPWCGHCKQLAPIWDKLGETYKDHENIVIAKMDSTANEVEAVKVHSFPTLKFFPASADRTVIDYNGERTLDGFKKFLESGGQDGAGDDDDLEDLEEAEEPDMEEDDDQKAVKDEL
Granule exo inh – lytic granule exocytosis inhibition; AID 651702; inhibition, % at 10 µM; TALL-104 LAMP-1 surface exposure, flow cytometry; cells stimulated with thapsigargin and PMA; hit rate 0.66% among 360,000;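 active means inhibition above about 55%, limit read from the data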
Numbers without * were called inactive; · = no result given.

SMILES	Vif imaging	ABCB6 inh MLPCN	Glyco luc inh	Cardio protect	aDG glyco act	iPSC survival up	CaV13 ICDI inh	HTR2A ag	PDI turbidity	Granule exo inh
CCCCN(C)C(=O)C1CCC(CNS(=O)(=O)c2ccc3c(c2)CC(C)N3C(=O)C2CC2)CC1 (configuration not stated)	-11	95	-4	-6	0.0	0.5	-7	3	-6	-2
O=C(O)C(CCc1ccccc1)(Cc1ccccc1)C(=O)O	-15	100	-1	0	-0.3	-2.5	-6	2	0	-2
CCOC(=O)N1CCN(C(=O)C2CCN(Cc3nc(-c4ccccc4C)oc3C)CC2)CC1	11	101	0	-6	0.0	1.2	-5	-4	·	0
O=C(N/N=C/c1ccco1)c1ccc(Br)o1	-5	98	1	6	0.0	-0.3	-4	-1	-9	2
S=C(Nc1ccc(Cl)cc1)c1sc(N2CCCCC2)nc1N1CCOCC1	5	101	-1	-11	-0.6	-1.8	-10	7	-6	-2
COc1ccc(OC)c(NC(=O)c2ccc3c(c2)OCO3)c1	-6	93	3	-6	-0.2	0.8	-20	5	3	-3
COc1ccc(C)cc1C(=O)CCC(=O)N1CCN(c2ccccc2F)CC1	-3	108	0	-8	0.1	-0.6	-6	-9	-2	4
Cc1ccc(NC(=O)COC(=O)CN2CCCCCC2=O)cc1C	14	92	0	7	-0.2	1.5	-3	-4	-1	10
CC1(C)CC(=O)C=C(Nc2ccc(F)cc2F)C1	6	104	1	4	-0.2	-1.0	-3	1	2	-4
COc1cccc2cc(C(C)N(CCCN3CCOCC3)C(=S)Nc3cc(C)ccc3C)oc12 (configuration not stated)	-20	99	2	7	0.2	-0.4	-7	-2	4	3
COC(=O)CSc1nnc([C@H](Cc2ccccc2)NC(=O)OC(C)(C)C)o1	8	82	0	17	0.1	4.6	-7	4	-2	6
COC(=O)Nc1nc(C)c(C(=O)N(C)C)s1	·	98	1	-3	0.4	-1.5	-6	4	-36	-3
COc1ccccc1CNC(=O)CN(C)S(=O)(=O)c1cccc2cccnc12	-3	94	0	3	0.0	0.6	-16	4	-9	-3
Cc1ccc(SCCC(=O)N(C)C)cc1	·	98	4	2	-0.1	0.2	-9	4	-4	-3
Cc1c(Cl)c([N+](=O)[O-])nn1CC(=O)N1CCc2ccccc2C1	7	103	3	8	0.2	3.4	-7	5	-3	-2
O=C(CCC1CCCCC1)NNC(=O)c1cnccn1	6	99	6	20	-0.1	-1.0	-5	1	7	0
N#CNC(=Nc1cccc(F)c1)SCc1ccccc1	0	97	1	-16	0.0	-1.5	-14	-3	2	-6
CCCCC(C(=O)NC(C)(C)C)N(Cc1ccccc1Cl)C(=O)c1snc(C(N)=O)c1N (configuration not stated)	16	99	-4	13	0.1	-0.7	-19	2	5	-6
OCC1=C[C@@H](O)C2C=CO[C@@H](O[C@@H]3O[C@H](CO)[C@@H](O)[C@H](O)[C@H]3O)C12 (some centres not stated)	-3	96	-1	-2	0.1	0.8	-10	5	4	-4
O=C(CSc1ccc(-c2cccc([N+](=O)[O-])c2)nn1)NCc1ccccc1	-1	97	1	4	0.1	-0.2	-18	3	-7	0
O=C(NCC1CC1)c1csc([C@@H]2O[C@H](CO)[C@H](O)[C@H](O)[C@H]2O)n1	-10	109	1	2	-0.1	2.1	-4	2	-13	29
O=C(Nc1cccnc1)c1cc(F)cc(F)c1	-4	100	0	-4	0.1	-3.4	·	-1	-6	-5
COC(=O)c1ccc(COc2ccc(/C=C/C(=O)c3ccc(OC)c(CSCC(=O)O)c3)cc2OC)cc1	7	109	3	10	-0.2	-0.3	·	1	-4	11
O=C1CN(C(=O)CC2C(=O)NCCN2Cc2ccccc2C(F)(F)F)CCN1 (configuration not stated)	5	106	-1	7	-0.3	-0.4	-6	-4	0	-1
CCCC(=O)C1=C(O)C(C(=O)OC)C(C)(C)CC1=Nc1cccc([N+](=O)[O-])c1 (configuration not stated)	-8	100	2	2	0.1	0.0	-21	8	-8	3

Molecules above containing nitrogen in an aromatic ring, in the order listed:
SMILES	Vif imaging	ABCB6 inh MLPCN	Glyco luc inh	Cardio protect	aDG glyco act	iPSC survival up	CaV13 ICDI inh	HTR2A ag	PDI turbidity	Granule exo inh
CCOC(=O)N1CCN(C(=O)C2CCN(Cc3nc(-c4ccccc4C)oc3C)CC2)CC1	11	101	0	-6	0.0	1.2	-5	-4	·	0
S=C(Nc1ccc(Cl)cc1)c1sc(N2CCCCC2)nc1N1CCOCC1	5	101	-1	-11	-0.6	-1.8	-10	7	-6	-2
COC(=O)CSc1nnc([C@H](Cc2ccccc2)NC(=O)OC(C)(C)C)o1	8	82	0	17	0.1	4.6	-7	4	-2	6
COC(=O)Nc1nc(C)c(C(=O)N(C)C)s1	·	98	1	-3	0.4	-1.5	-6	4	-36	-3
COc1ccccc1CNC(=O)CN(C)S(=O)(=O)c1cccc2cccnc12	-3	94	0	3	0.0	0.6	-16	4	-9	-3
Cc1c(Cl)c([N+](=O)[O-])nn1CC(=O)N1CCc2ccccc2C1	7	103	3	8	0.2	3.4	-7	5	-3	-2
O=C(CCC1CCCCC1)NNC(=O)c1cnccn1	6	99	6	20	-0.1	-1.0	-5	1	7	0
CCCCC(C(=O)NC(C)(C)C)N(Cc1ccccc1Cl)C(=O)c1snc(C(N)=O)c1N (configuration not stated)	16	99	-4	13	0.1	-0.7	-19	2	5	-6
O=C(CSc1ccc(-c2cccc([N+](=O)[O-])c2)nn1)NCc1ccccc1	-1	97	1	4	0.1	-0.2	-18	3	-7	0
O=C(NCC1CC1)c1csc([C@@H]2O[C@H](CO)[C@H](O)[C@H](O)[C@H]2O)n1	-10	109	1	2	-0.1	2.1	-4	2	-13	29
O=C(Nc1cccnc1)c1cc(F)cc(F)c1	-4	100	0	-4	0.1	-3.4	·	-1	-6	-5

Other records follow:
SMILES	Vif imaging	ABCB6 inh MLPCN	Glyco luc inh	Cardio protect	aDG glyco act	iPSC survival up	CaV13 ICDI inh	HTR2A ag	PDI turbidity	Granule exo inh
Cc1cc(C)n2c(-c3ccccc3Cl)nnc2n1	8	98	1	-4	-0.2	5.0	-8	10	-6	8
CCC/C=C1/CCCOC(C(=O)NCc2cc(C)n(C)n2)(C(F)(F)F)C1 (configuration not stated)	-16	87	0	5	0.5	-1.4	-11	-1	-3	-4
CCn1cc(S(=O)(=O)CC(=O)Nc2ccc3c(c2)OCCO3)c2ccccc21	9	95	0	5	-0.1	-2.0	-5	-5	11	-2
COc1ccc(OC(C)C(=O)Nc2ccc(F)cc2F)cc1 (configuration not stated)	-4	99	1	2	0.2	-0.1	2	0	0	-2
CSCCC(=O)NC1CC(C)(C)Cc2c1cnn2-c1ccccc1C (configuration not stated)	1	90	-2	-4	0.1	0.2	-4	-3	16	1
NNc1nc2ccc(Cl)cc2s1	10	97	2	8	-0.2	-2.6	-4	1	0	4
Cc1cccc(Cn2ccc(NC(=O)c3ccc4c(c3)OCO4)n2)c1	0	91	0	-3	0.0	-0.3	-2	6	2	-1
COc1cccc(NC(=O)CN(C)CC(=O)NCc2ccco2)c1	28	92	1	9	0.1	-0.2	-5	7	-13	0
COc1cc(/C=C(/C#N)c2nc3ccccc3c(=O)[nH]2)ccc1O	2	100	1	6	-0.4	-0.7	-17	1	6	2
CCn1cc([C@@H]2C[C@H]3CN(Cc4cccc(Cl)c4)C(=O)[C@]34CCCN24)c(C)n1	1	92	-1	-2	0.2	1.2	-4	2	0	-3
Cc1[nH]c2ccccc2c1/C=N/NS(=O)(=O)c1ccccc1	0	97	3	-11	-0.3	-0.2	-6	-1	9	-1
O=C(CSc1nc2ccccc2[nH]1)NCCN1CCCCC1	-1	103	1	3	0.4	-2.1	·	3	9	0
C1CCCN(c2nc3nonc3nc2N2CCCCCC2)CC1	1	104	-3	3	-0.2	-1.7	-4	4	-9	-4
COc1cccc2c1OCC(CN1CCN(Cc3ccccc3)C(CCO)C1)=C2 (configuration not stated)	-1	102	0	-1	0.1	-0.3	1	4	-3	4
O=C(Nc1ccc(Cl)cc1)c1cccc(OC(=S)N2CCOCC2)c1	-26	92	-4	-16	2.6	0.1	-5	-3	9	-1
O=C(CS(=O)(=O)Cc1ccccc1)Nc1nnc(C(F)(F)F)s1	2	96	0	11	0.0	0.2	-3	1	13	-20
CCCS(=O)(=O)N1CCC(C(=O)c2cccc(C(F)(F)F)c2)CC1	·	105	2	-1	0.3	-0.5	-7	3	5	-8
CN(Cc1ccccc1)C(=O)c1[nH]cnc1C(=O)Nc1cccc(Cl)c1	·	100	-1	4	0.0	-0.9	-5	-7	2	4
CC(C)N1CCc2c(sc(NC(=O)CN3C(=O)c4ccccc4C3=O)c2C(N)=O)C1	16	96	-1	1	0.3	0.0	30	4	-2	-1
COc1ccc(-c2csc(C(O)c3ccc(F)cc3)n2)cc1OC (configuration not stated)	0	94	3	-6	0.0	1.9	-9	-6	1	-4
CCCN1C(=O)c2cc(C(=O)NC3CCCC3)ccc2C1O (configuration not stated)	26	95	0	1	0.3	-0.6	-4	-2	-1	-5
COc1cccc(NC(=O)COc2nc3ccccc3nc2C)c1	8	99	0	13	0.0	-2.1	-3	3	-6	2
CCSC1(SCC)N=C(N)C2(C#N)C(c3ccccc3)NC3=C(CCC3)C12C#N (configuration not stated)	1	124	0	4	0.0	-1.8	·	0	-4	0
CN(CCOc1ccccc1Cl)Cc1ccccc1	1	100	1	-1	-0.1	0.3	-4	2	-1	-2
O=C(OCc1cn([C@H]2C[C@H](c3ccccc3)N(C(=O)c3cccs3)C[C@@H]2O)nn1)c1ccccc1	-2	101	-2	-1	-0.2	1.8	-11	0	5	-2
Continuation:
SMILES	Vif imaging	ABCB6 inh MLPCN	Glyco luc inh	Cardio protect	aDG glyco act	iPSC survival up	CaV13 ICDI inh	HTR2A ag	PDI turbidity	Granule exo inh
CCCCN(C(=O)Cc1ccc2c(c1)OCCO2)c1c(N)n(CCC)c(=O)[nH]c1=O	2	94	1	0	0.2	0.1	-4	6	8	1
COc1cc(C(=O)N2CCCc3ccccc32)cc(OC)c1OC	·	87	8	2	0.0	0.2	·	1	-2	-1
CC1CC(C)CN(CCCNC(=O)c2ccc(N3CCCC3=O)cc2)C1 (configuration not stated)	-1	95	0	4	-0.2	-0.3	-15	-2	0	-2
O=C(NNC(=O)c1ccccc1Br)c1cnccn1	-2	99	2	21	0.0	0.8	-6	1	0	0
CC(C)(C)NC(=O)C1CCN(S(=O)(=O)c2ccc(Br)cc2)CC1	15	98	0	2	0.8	1.7	-4	5	8	-1
C/C(=N\NC(=O)CCCC(=O)O)c1c(-c2ccccc2)c2cc(Cl)ccc2[nH]c1=O	-3	96	3	-2	-0.1	0.1	-3	-2	1	12
Cc1noc(C)c1NC(=O)Nc1cccc2c1O[C@H](CN(C)S(=O)(=O)c1c(C)noc1C)[C@@H](C)CN([C@H](C)CO)C2=O	-4	100	2	4	0.1	2.3	-4	-2	-3	1
